# Screening results: PubChem BioAssay, National Center for Advancing Translational Sciences (NCATS)
# BAZ2B block: inhibitors of human BAZ2B bromodomain; Q9UIF8; AlphaScreen BAZ2B-H3K14Ac peptide displacement; Potency, µM (highest dose often 114 µM), without a hit: top-dose activity change, negative = inhibition, hits mostly inhibitors; hit rate 4.4% among 360,000; further: potency means the concentration at half of the fitted maximal effect; on the % scale 0 is the no-effect control and ±100 the full control effect; nearly all actives have a fitted effect of over 60% in size
#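 Compounds, titrated to a top concentration of 110 uM, were incubated 30 min at room temperature with preformed BAZ2B/acetyl-K14 H3 peptide complex (50 nM each). Proximity signal was measured by AlphaScreen after 20 min with beads.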
# PI4K2A block: PI4K2A (human) kinase inhibition; Q9BTU6; purified PI4K2A, ADP-Glo luminescence, 1 h; stronger effect = lower value; activity change, negative = inhibition, % at 76.9 µM; hit rate 0.13% among 420,000; in the data active means activity change below about -50%; inconclusive means mostly about -30% to -49%;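 further: -100% = wells without enzyme as full effect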
# Target sequence (Q9BTU6 whole entry, looked up): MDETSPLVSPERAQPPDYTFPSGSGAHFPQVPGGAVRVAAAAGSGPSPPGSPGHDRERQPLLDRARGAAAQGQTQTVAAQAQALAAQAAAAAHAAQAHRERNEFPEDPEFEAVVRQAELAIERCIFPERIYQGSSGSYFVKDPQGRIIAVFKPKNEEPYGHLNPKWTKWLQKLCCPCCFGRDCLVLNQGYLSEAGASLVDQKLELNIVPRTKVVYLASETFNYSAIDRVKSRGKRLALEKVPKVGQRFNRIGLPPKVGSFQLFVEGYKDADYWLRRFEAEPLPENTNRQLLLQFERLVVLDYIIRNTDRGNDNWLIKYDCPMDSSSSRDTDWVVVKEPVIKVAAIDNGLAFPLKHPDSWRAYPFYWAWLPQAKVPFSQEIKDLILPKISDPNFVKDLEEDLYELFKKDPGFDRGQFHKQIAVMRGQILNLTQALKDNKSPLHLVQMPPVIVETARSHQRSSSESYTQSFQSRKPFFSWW
#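 ADP-Glo luminescence measured ADP generated by PI4K2A enzyme (4 ug/mL before mixing) with 1.2 mM PI substrate (pre-mix) and 300 microM ATP (pre-mix). Tris pH7.5 buffer with MgCl2, Triton X-100; 1 h reaction at ambient temperature.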
# ERG-DNA inh: inhibitors of human ERG Ets domain-DNA interaction; P11308; fluorescence polarization, His-ERG Ets domain / labelled DNA; Potency, µM (highest dose often 76.9 µM), for inactives: top-dose FP activity, negative = inhibition, usual class: inhibitors; hit rate 0.028% among 370,000; active means well fitted inhibition curve with a large enough effect in the polarisation, with a control signal flat; inconclusive means small, poorly fitted or top-dose-only effect, or effect the other way, or a change in a side signal; inactive means no such curve, though single readings can be large or run the other way; the % refers to the polarisation;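 further: polarization taken with two DNA probes labelled with fluorescein and Texas red; potency means the concentration at half of the fitted maximal effect; % of control where 0% means no effect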
#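 His-tagged ERG Ets domain (1 uM in the protein solution; 300mM KCl, 50mM Tris-HCl, 1mM EDTA, 1mM DTT, pH 7.5) received compound, then a probe mix of 5 nM fluorescein-DNA and 100nM Texas-615-DNA. Fluorescence polarization was read for both dyes.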
# RGS4 inh: human RGS4 inhibition; hit rate 0.039% among 390,000; Transcreener GDP fluorescence polarization, RGS4-accelerated GTP hydrolysis; AID 504845; Potency, µM (titrated, usually from 114 µM), inactives show top-dose activity change, negative = inhibition, actives largely listed as inhibitors; P49798; further: potency means the concentration at half of the fitted maximal effect; on the % scale 0 is the no-effect control and ±100 the full control effect; nearly all actives have a fitted effect of over 75% in size; some results filed as inactive show a strong effect at the top dose
# Target sequence (P49798 whole entry, looked up): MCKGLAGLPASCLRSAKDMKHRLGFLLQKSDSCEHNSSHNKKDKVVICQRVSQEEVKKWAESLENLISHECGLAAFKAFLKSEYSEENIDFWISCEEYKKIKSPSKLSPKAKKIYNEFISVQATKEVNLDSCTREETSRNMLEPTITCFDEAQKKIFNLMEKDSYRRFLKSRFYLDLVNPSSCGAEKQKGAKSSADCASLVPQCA
#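 MLSMR compounds (23 nl, pin-transferred) preincubated 10 min at room temperature with a 500nM (2x) first reagent, then RGS4 at 900nM (2x) plus Transcreener GDP mix added; fluorescence polarization (620/688 nm) read before and after 90 min at 30 °C.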
# JMJD2A Tudor inh: blocks the human JMJD2A Tudor domain | hit rate 4.4% among 390,000 | O75164 | AlphaScreen JMJD2A-Tudor / H3K4me3 peptide binding | Potency, µM (top dose mostly 114 µM), for the others: at the top dose activity change, negative = inhibition, actives largely listed as inhibitors; further: potency means the concentration at half of the fitted maximal effect; on the % scale 0 is the no-effect control and ±100 the full control effect; nearly all actives have a fitted effect of over 50% in size
# G9a block: blocks human histone lysine methyltransferase G9a. Q96KQ7. G9a H3K9 monomethylation, AlphaScreen, 2 h. Potency, µM (titrated, usually from 102 µM), for the others: at the top dose activity, negative = inhibition, actives largely listed as inhibitors. hit rate 8.8% among 350,000; further: potency means the concentration at half of the fitted maximal effect; on the % scale 0 is the no-effect control and ±100 the full control effect; nearly all actives have a fitted effect of over 75% in size
#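 Readings reflect AlphaScreen signal from monomethyl-H3K9 antibody detection. HMT at 20 nM; substrate b-H3K9 500 nM; cofactor SAM 20 uM; 2 h RT reaction; compounds tested as titrations in qHTS with 15 min preincubation.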
# GLS inh: glutaminase GLS (human) inhibition; O94925; GLS enzymatic activity, qHTS titration; Potency, µM (top dose mostly 45.5 µM), inactives show top-dose activity change, negative = inhibition, actives largely listed as inhibitors; hit rate 0.21% among 410,000; AID 624170; further: potency means the concentration at half of the fitted maximal effect; on the % scale 0 is the no-effect control and ±100 the full control effect
#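 Human kidney-isoform GLS in 45 mM KH2PO4 pH 8.2, 0.02% Tween-20, with compound, started with 1mM L-Glutamine (added stock). Glutamate oxidase/HRP/Amplex red coupled fluorescence read at start and after 30 min at RT.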
# ALOX12 inh: ALOX12 (human) lipoxygenase inhibition; P18054; purified 12hLO, xylenol orange hydroperoxide absorbance; Potency, µM (series often up to 108 µM), without a hit: top-dose activity change, negative = inhibition, hits mostly inhibitors; hit rate 1.1% among 580,000; further: potency means the concentration at half of the fitted maximal effect; on the % scale 0 is the no-effect control and ±100 the full control effect
#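 Hydroperoxide product was detected by ferrous iron/xylenol orange as the 573 to 405 nm absorbance ratio. Arachidonic acid at 40 uM (final) was turned over for 30 min at room temperature by 150 nM human 12hLO, pH 7.0 Hepes buffer, after 15 min compound preincubation.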
# HP1b chromo inh: inhibitors of HP1-beta chromodomain binding to methylated histone tails; AID 540317; AlphaScreen HP1-beta / biotin-H3K9me3 peptide binding; P83916; Potency, µM (titrated, usually from 114 µM), without a hit: top-dose activity change, negative = inhibition, most hits filed as inhibitors; hit rate 0.56% among 390,000; further: potency means the concentration at half of the fitted maximal effect; nearly all actives have a fitted effect of over 70% in size; inactives centre near 23
# Target sequence (P83916 whole entry, looked up): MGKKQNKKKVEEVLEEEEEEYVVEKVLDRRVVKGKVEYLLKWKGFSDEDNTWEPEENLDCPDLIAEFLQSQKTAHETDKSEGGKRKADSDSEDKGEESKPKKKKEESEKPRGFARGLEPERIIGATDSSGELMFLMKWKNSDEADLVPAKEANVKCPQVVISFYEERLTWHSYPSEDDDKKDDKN
#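 Compound inhibition of the preformed complex between 50 nM HP1-beta and 50 nM biotinylated H3K9me3 peptide was read by AlphaScreen. Buffer was PBS pH 7.4 with 0.01% Tween-20. Incubations ran 30 min at room temperature, with 10 ug/mL donor/acceptor beads.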
# Numbers without * were called inactive; ? = inconclusive; · = not tested or not shown; & = joins results of further samples; [ ] = remark or other dose. Unless noted, the call rests on the fitted dose curve; in most records, active means well fitted curve in the direction sought with a large enough effect; inconclusive means small, poorly fitted or top-dose-only effect, or another doubt; inactive means no such curve, though single readings can be large; an effect the other way counts as inactive or inconclusive.
item	canonical_smiles	BAZ2B block	ALOX12 inh	RGS4 inh	PI4K2A block	HP1b chromo inh	GLS inh	ERG-DNA inh	G9a block	JMJD2A Tudor inh
1	CCOC(=O)c1[nH]c2ccccc2c1NC(=O)c1ccccc1F	-3%	0%	31%	-2	15%	15%	-3%	-29%[59 µM]	-10%
2	COc1cc(C(=O)Nc2cccc(-c3nc4cc(C)cc(C)c4o3)c2)cc(OC)c1OC	-2%	4%	11%	-3	22%	6%	·	2%	-23%
3	COc1cccc(NC(=O)COC(=O)c2ccc3c(c2)OCO3)c1	-1%	-22%	-2%	3	46%[activator]	2%	0%	7%[0.501 µM]	-6%
4	COc1ccc(NC(=O)CCCCC(=O)Nc2ccc(OC)cc2OC)c(OC)c1	·	42%[activator]	9%	-2	-15%	14%	-5%	·	-24%
5	CCOCCCn1c(SCC(=O)NC(C)(C)C)nc2ccccc2c1=O	·	-9%	-26%[56.9 µM]	1	80%[activator]	3%	3%	-15%[59 µM]	-21%[57.1 µM]
6	COc1ccc(NC2CCCN(C(=O)c3csc(C)n3)C2)cc1 (configuration not stated)	-1%	31%	-7%	2	5%	11%	4%	·	-10%
7	Cc1cccc(C)c1NC(=O)CNC(=O)c1cnccn1	·	-6%	6%	-3	9%	-5%	-5%	·	-11%
8	CSCCC(NC(=O)c1ccccc1)C(=O)NC1CC1 (configuration not stated)	-4%	-24%	13%	-7	29%	-4%	1%	-2%[59 µM]	3%
9	CC(C(=O)OCC(=O)NC1CCCC1)N1C(=O)c2ccccc2C1=O (configuration not stated)	·	1%	-12%	4	38%	0%	-4%	·	-3%
10	Cc1ccc(-n2nnc(-c3nc(-c4cccs4)no3)c2N)c(C)c1	-18%	1%	-11%	5	66%[activator]	-1%	3%	14%[59 µM]	3%
11	Cc1ccc(NS(=O)(=O)c2cccc(C(=O)N(C)Cc3cccs3)c2)cc1	3%	-11%	9%	0	6%	7%	-13%	0%	-23%
12	COc1cccc(N2CCN(c3c4c(nc5ncnn35)CCC4)CC2)c1	4%	-23%	-25%	-1	18%	23%	-14%	4%[12.7 µM]	-17%
13	Cc1cccc(C(=O)NC2CCN(CC(=O)N3CCOCC3)CC2)c1	6%	-9%	-17%	0	30%[activator]	-1%	-3%	-14%	-6%
14	O=C(Nc1cccn2ncnc12)c1ccc(Cl)cc1	-7%	0%	-2%	0	30%	-6%	-18%	-17%	-2%
15	Cc1noc(NS(=O)(=O)c2ccc(NC(=O)CCn3c(=O)oc4ccccc43)cc2)c1C	0%	-14%	-7%	8	37%[activator]	25%	-5%	?	-8%
16	Cc1ccnc(NC(=O)c2cccc(NC(=O)COc3ccccc3)c2)c1	3%[57.1 µM]	-16%	8%	-2	18%	-5%	·	2%	-17%
17	CC(=O)c1ccc(-c2ccc(C(=O)NCC(c3ccco3)N(C)C)o2)cc1 (configuration not stated)	·	-1%	-29%	-2	3%[57 µM]	4%	-3%	·	-17%
18	FC(F)Sc1ccc(NC2=NCCCCC2)cc1	-2%	-4%	5%	0	36%	1%	14%	-4%	-11%
19	COc1ccc(-c2noc(-c3ccccc3C(=O)NCc3ccco3)n2)cc1	12%	0%	2%	-10	31%	2%	5%	4%[59 µM]	-6%
20	CC(=O)Nc1cccc(NC(=O)c2ccc3c(c2)CCN3S(=O)(=O)c2ccccc2)c1	-12%[57.1 µM]	14%	-19%	0	20%	3%	-5%	12%	-20%
21	CCN(CC)C(=O)Cn1c(=O)n(-c2ccc(Cl)c(Cl)c2)c(=O)c2c(C)c(C(=O)N(CC)CC)sc21	-2%	-12%	12%	4	-5%	-5%	-5%	-2%[59 µM]	-13%
22	COc1ccc(CNC(=O)Cn2ccc3cc(S(=O)(=O)N4CCCCCC4)ccc32)cc1OC	-8%	?	11%	-5	3%	-5%	-1%	-2%[59 µM]	-23%
23	Cc1cc(C)nc(NS(=O)(=O)c2ccc(NC(=O)c3ccco3)cc2)n1	-5%	?	-38%	5	24%	0%	-12%	-9%	-12%
24	COc1ccc(C(Sc2ccccc2)c2ccccc2)cc1OC (configuration not stated)	65%[activator]	-3%	2%	-1	170%[activator]	0%	9%	-9%[2.33 µM]	76%[activator]
25	Cn1c(SCCC(=O)O)nnc1-c1ccncc1	-4%	-2%	5%	-3	24%	2%	·	10%[59 µM]	-13%
26	O=C(CSc1nnc(-c2cccnc2)n1Cc1ccco1)c1ccc(Cl)cc1	·	?	-8%	1	11%	5%	14%	-9%[59 µM]	-31%
27	CC(C)S(=O)(=O)C1=NSC2=NC(=O)/C(=C\c3ccc(-c4cccc(C(=O)O)c4)o3)C(=N)N21	79µM*	?	-13%[56.9 µM]	-7	10%	22%	22%	40µM*	?
28	CCN(CC)C(=O)c1sc(NC(=O)Cc2ccc(OC)cc2)c(C#N)c1C	-6%	16%	16%	0	36%	-6%	3%	-25%	4%
29	COc1ccccc1CNS(=O)(=O)c1cc2c3c(c1)CCC(=O)N3CCC2	9%	-6%	11%	-1	10%	5%	-9%	?	-7%
30	O=C(CN1C(=O)COc2ccc(S(=O)(=O)N3CCCC3)cc21)N1CCCC1	1%	-1%	2%	5	27%	-2%	4%	·	-9%
31	CC1=NOC(=O)/C1=C\c1ccc2c(c1)OCO2	?	?	?	0	25%	-2%	1%	?	-2%
32	COc1ccc(S(N)(=O)=O)cc1C(=O)N1CCCC1	-13%	-5%	12%	-1	42%[activator]	1%	0%	-13%	-10%[11.4 µM]
33	CCc1ccc(S(=O)(=O)Nc2cccc(-c3ccc4nnc(C)n4n3)c2)s1	10%	-7%	-24%	0	28%	-1%	2%	?	4%
34	CCCOc1ccc(/C=c2\sc3nc(-c4ccco4)nn3c2=O)cc1OCC	-15%	?	?	52	-14%	1%	6%	?	?
35	COC(=O)[C@H](NC(=O)c1cc(-c2ccccc2)nc2ccccc12)c1ccccc1	·	1%&64%	21%[56.9 µM]	2&0	22%	0%	-16%	42%[activator][12.7 µM]	-12%
36	CC12C(=O)OC(=O)C1(C)C1CCC2O1 (configuration not stated)	·	-2%	22%[56.9 µM]	0	·	·	·	6%[59 µM]	·
37	CCOC(=O)c1[nH]c(=O)[nH]c1COC(=O)c1cc2ccccc2o1	-38%	0%	-17%	0	?	2%	-11%	7.9µM*	?
38	O=S(=O)(NCC1CCCO1)c1ccc(S(=O)(=O)N(Cc2ccccc2F)C2CCCCC2)cc1 (configuration not stated)	·	-22%	-5%	-1	15%	7%	·	·	-10%
39	COc1ccc(C(CC(=O)Nc2ncccc2C)N2Cc3ccccc3C2=O)cc1 (configuration not stated)	6%	3%	-27%[56.9 µM]	5	29%	1%	2%	6%	-27%
40	O=C(CCc1c[nH]c2ccccc12)NN1C(=O)NC2(CCCCC2)C1=O	2%	1%&4%	-15%	-3	39%[activator]	16%	3%	6%[59 µM]	-16%
41	C=CCOc1ccccc1CN1CCN(CCc2ccccc2)C(CCO)C1 (configuration not stated)	1%	0%	-14%	-1	22%	-20%	-9%	6%	-12%
42	COc1ccc(Cn2cccc(NC(=O)Nc3cccc(C#N)c3)c2=O)cc1	13%	0%	-15%	2	14%	13%	-3%	9%[12.7 µM]	-11%

# Results in JMJD2A Tudor inh, G9a block and BAZ2B block, for three of the compounds above:
cpd	SMILES	JMJD2A Tudor inh	G9a block	BAZ2B block
5	CCOCCCn1c(SCC(=O)NC(C)(C)C)nc2ccccc2c1=O	-21%[57.1 µM]	-15%[59 µM]	·
6	COc1ccc(NC2CCCN(C(=O)c3csc(C)n3)C2)cc1 (configuration not stated)	-10%	·	-1%
7	Cc1cccc(C)c1NC(=O)CNC(=O)c1cnccn1	-11%	·	·

# As entered above.
# entry 10 @ JMJD2A Tudor inh = 3%
# entry 41 @ RGS4 inh = -14%

# Records listed above printed as active in BAZ2B block:
item	canonical_smiles	BAZ2B block	ALOX12 inh	RGS4 inh	PI4K2A block	HP1b chromo inh	GLS inh	ERG-DNA inh	G9a block	JMJD2A Tudor inh
27	CC(C)S(=O)(=O)C1=NSC2=NC(=O)/C(=C\c3ccc(-c4cccc(C(=O)O)c4)o3)C(=N)N21	79µM*	?	-13%[56.9 µM]	-7	10%	22%	22%	40µM*	?

# Ordered by SMILES length (rising): some entries from above
item	canonical_smiles	BAZ2B block	ALOX12 inh	RGS4 inh	PI4K2A block	HP1b chromo inh	GLS inh	ERG-DNA inh	G9a block	JMJD2A Tudor inh
36	CC12C(=O)OC(=O)C1(C)C1CCC2O1 (configuration not stated)	·	-2%	22%[56.9 µM]	0	·	·	·	6%[59 µM]	·
42	COc1ccc(Cn2cccc(NC(=O)Nc3cccc(C#N)c3)c2=O)cc1	13%	0%	-15%	2	14%	13%	-3%	9%[12.7 µM]	-11%
40	O=C(CCc1c[nH]c2ccccc12)NN1C(=O)NC2(CCCCC2)C1=O	2%	1%&4%	-15%	-3	39%[activator]	16%	3%	6%[59 µM]	-16%

# A portion of the library; rates above refer to the full screens.
